# ATXN2 expr inh – Primary qHTS for Inhibitors of ATXN expression. HEK-293 ATXN2-luciferase reporter, luminescence, 24 h. Potency, µM (doses to about 57 µM), for the others: top-dose activity change, negative = inhibition, actives largely listed as inhibitors. actives 0.72% (n = 360,000); also: potency is read from the fitted curve at half-maximal effect; % is scaled to controls: 0 for no effect and ±100 for the full control effect; nearly all actives have a fitted effect of over 55% in size
#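 ATXN2-luciferase reporter cells (luciferase flanked by upstream and downstream ATXN2 gene portions) were treated 24 h at 37 °C with compounds at up to 57 uM. SteadyGlo luminescence gave expression; GF-AFC fluorescence gave viability.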
# HT1080NT lethal – qHTS for induction of synthetic lethality in tumor cells producing 2HG: qHTS for the HT-1080-NT fibrosarcoma cell line; HT-1080-NT fibrosarcoma viability, CellTiter-Glo ATP luminescence, 48 h; Potency, µM (titrated, usually from 46.1 µM), for the others: at the highest dose activity, negative = less viability, usual class: cytotoxic; actives 1.6% (n = 360,000);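 also: NT is the 2HG producing partner of a matched IDH1 knockdown line; potency is read from the fitted curve at half-maximal effect; 0% = DMSO-treated cells and -100% = media-only wells without cells; nearly all actives have a fitted effect of over 55% in size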
#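 Compounds were tested in concentration-response format on HT-1080-NT cells for 48 hours at 37 degrees C. Cell viability came from CellTiter-Glo luminescence; curves were classified by r2, response magnitude and activity.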
# HT1080 IDH1KD tx – qHTS for induction of synthetic lethality in tumor cells producing 2HG: qHTS for the HT-1080-IDH1KD cell line. HT-1080 IDH1 knockdown viability, ATP luminescence, 48 h. Potency, µM (titrated, usually from 46.1 µM), for inactives: at the top dose activity, negative = toxicity, most hits filed as cytotoxic. AID 686971, 2013. actives 2% (n = 360,000);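 also: potency is read from the fitted curve at half-maximal effect; 0% = DMSO wells and -100% = cell-free medium wells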
#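 % activity derives from luminescence (CellTiter-Glo), normalised to DMSO and no-cell wells. HT-1080-IDH1KD cells, 750/well, had 48 h compound exposure at 37 °C.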
# KB-3-1 cytotox – qHTS assay for MDR1-selective chemotherapeutics: Primary screen using the parental adenocarcinoma cell KB-3-1 | KB-3-1 viability, CellTiter-Glo ATP luminescence, 72 h | Potency, µM (doses to about 46.1 µM), inactives show at the highest dose activity change, negative = cytotoxic, actives largely listed as cytotoxic | actives 1.4% (n = 400,000) | AID 1347075, 2019; also: potency is read from the fitted curve at half-maximal effect; % is scaled to controls: 0 for no effect and ±100 for the full control effect; nearly all actives have a fitted effect of over 60% in size
#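 72 h, 37 °C compound treatment of KB-3-1 parental cells; CellTiter-Glo added, 10 min, luminescence read. Data corrected against DMSO-only plates and normalized before curve fitting.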
# SW480 rerep – A quantitative high throughput screen for small molecules that induce DNA re-replication in SW480 colon adenocarcinoma cells; SW480 DNA re-replication, Hoechst DNA content imaging, 48 h; Potency, µM (series often up to 46.1 µM), without a hit: top-dose re-replication activation, usual class: activators; actives 1.8% (n = 340,000); also: potency is read from the fitted curve at half-maximal effect; % of control where 0% means no effect; nearly all actives have a fitted effect of over 55% in size
#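 Image-based DNA-content assay: after two days of treatment, nuclei were labelled with the DNA dye Hoechst and imaged, and hits were compounds raising the count of nuclei showing high fluorescence intensity.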
# ATXN viability – Viability Counterscreen for Primary qHTS for Inhibitors of ATXN expression. S2 cells (HEK-293 line with an ATXN2-luciferase reporter) viability, CellTiter-Fluor protease fluorescence, 24 h. Potency, µM (top dose mostly 56.7 µM), most hits filed as cytotoxic. actives 0.49% (n = 400,000). AID 651635, 2014; also: potency is read from the fitted curve at half-maximal effect; nearly all actives have a fitted effect of over 40% in size
# HepG2 viability – qHTS for Inhibitors of TGF-b: Cytotox Counterscreen | HepG2 CAGA-GFP viability, ATP luminescence, 18 h | Potency, µM (titrated, usually from 46.1 µM), inactives show top-dose activity change, negative = cytotoxicity, hits mostly cytotoxic | actives 0.76% (n = 410,000) | AID 588856, 2011; also: potency is read from the fitted curve at half-maximal effect; some results filed as inactive show a strong effect at the top dose
#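 CellTiter-Glo luminescence gave cytotoxicity after 18 hours at 37 degrees C. The cells were HepG2 CAGA-GFP in 1% FBS DMEM, stimulated with 500 pg/mL TGF-beta after compound addition. %Activity was normalised to no-cell wells (complete cell-killing) and DMSO (no toxicity), and curves were fitted and classified.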
# IL-1B inflam inh – qHTS for Inhibitors of Inflammasome Signaling: IL-1-beta AlphaLISA Primary Screen; THP-1 LPS/ATP IL-1B secretion, AlphaLISA, 16 h; stronger effect = lower value; activity change, % at 57.5 µM; actives 4.7% (n = 360,000); AID 743279, 2014; in the data active = activity change below about -50%; inconclusive = mostly about -30% to -49%; also: % is scaled to controls: 0 for no effect and ±100 for the full control effect
#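 THP-1 cells pretreated 1 hr with compounds (up to 57.5 uM final), then stimulated with LPS (250 ng/mL final) plus ATP (1.25 mM final); secreted IL-1B measured by AlphaLISA after 16 hr, decreased signal indicating inhibition.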
# MCF10A rerep – A quantitative high throughput screen for small molecules that induce DNA re-replication in MCF 10a normal breast cells; MCF 10A DNA re-replication, Hoechst nuclear intensity, 48 h; Potency, µM (titrated, usually from 46.1 µM), without a hit: top-dose activity, positive = re-replication, actives largely listed as activators; actives 2.9% (n = 350,000); also: potency is read from the fitted curve at half-maximal effect; % of control where 0% means no effect; nearly all actives have a fitted effect of over 50% in size
# Active calls of the source: *; i = inactive; ? = inconclusive; . = not tested or not shown; [ ] = remark or other dose. Unless noted, calls follow the shape of the dose curve; as a rule, active = well fitted curve in the direction sought with a large enough effect; inconclusive = small, poorly fitted or top-dose-only effect, or another doubt; inactive = no such curve, though single readings can be large; an effect the other way counts as inactive or inconclusive. No enrichment for hits, and some 8.9% of all compounds hit somewhere here.
SMILES,ATXN2 expr inh,HT1080NT lethal,HT1080 IDH1KD tx,KB-3-1 cytotox,SW480 rerep,ATXN viability,HepG2 viability,IL-1B inflam inh,MCF10A rerep
CCCCCn1c(=O)[nH]c2cc(C(=O)NCc3ccc4c(c3)OCO4)ccc2c1=O,-9.8%,10.0%,14.6%,-0.5%,-22.0%,i,-25.9%,5.9,4.6%
Nc1c(C(=O)CSc2n[nH]c(-c3ccccc3Br)n2)c(=O)[nH]c(=O)n1C1CC1,.,1.6%,-3.1%,-0.2%,-18.4%,?,-5.0%,-4.5,12.6%
O=C(C[C@@H]1C/C=C\C[C@H](Cc2ccc(F)cc2)C(=O)OC[C@@H](c2ccccc2)NC1=O)NCCO,3.1%,9.8%,7.9%,12.4%,1.7%,i,4.6%,11.5,17.3%
CN(C)C(=O)N1CCN(C(=O)c2ccccc2Sc2ccccc2C#N)CC1,13.8%,-2.5%,11.6%,-9.2%,10.8%,i,-4.0%,7.2,7.0%
C=CCn1c(SCC(=O)Nc2nc(C)cs2)nnc1C(C)NC(=O)c1ccccc1Cl (stereo unspecified),1.7%,-1.0%,-3.0%,3.8%,10.6%,i,-10.3%,4.0,577.3%[0.0737 µM]
CCN1C(=O)/C(=C/C=C2\N(CC)c3cc(S(=O)(=O)N(C)C)ccc3N2c2ccccc2)SC1=S,0.0%,-0.3%,2.7%,?,-2.0%,?,-17.4%,25.8,4.2%
CC(O)CNc1ccc(-c2nn(C)c(=O)c3ccccc23)cc1[N+](=O)[O-] (stereo unspecified),4.1%,-16.0%,-12.8%,9.2µM*,-4.2%,i,-17.1%,-7.8,4.1%
CCN(CC)S(=O)(=O)c1cccc(S(=O)(=O)c2cccc(S(=O)(=O)N(CC)CC)c2)c1,-30.0%,-0.5%[9.24 µM],?,?,-3.6%,i,-34.7%,-22.6,?
Cc1ccc(NC(=O)/C=C/c2ccccc2)c(Br)c1,3.9%,.,.,-24.6%,.,i,6.9%,.,.
Cc1ccc(NC(=O)c2ccn(C)n2)c(Br)c1,20.5%,-2.8%,-3.6%,-0.3%,-1.2%,i,20.5%,-23.7,-2.5%
CCC1=NN(C(=O)COc2ccccc2)C(O)(c2ccc(Br)cc2)C1 (stereo unspecified),1.3%,-20.3%,-7.3%,-2.4%,0.6%,i,-104.2%,6.1,?
Cc1ccc(C(=O)C2C(c3cccs3)NC(=O)NC2(O)C(F)(F)F)cc1 (stereo unspecified),2.9%,-9.4%,-11.5%,2.0%,-0.5%,i,8.6%,7.1,0.1%
CC(Cl)C(=O)NNC(=O)CNS(=O)(=O)c1ccccc1 (stereo unspecified),.,12.1%,9.2%,2.1%,-41.5%[inhibitor],?,5.4%,0.3,1.6%
CCN(CC)C(=O)c1ccccc1NC(=O)c1cccc(S(=O)(=O)N2CCC(C)CC2)c1,2.7%,.,.,3.5%,.,?,-3.4%,.,.
O=C(c1coc(=O)c(Br)c1)N1CCC(C(O)(c2ccccc2)c2ccccc2)CC1,-11.7%,-14.5%,-12.8%,-3.2%,-13.4%,.,5.1%,-16.6,?
O=C(NNC(=O)C1CC(=O)N(Cc2ccccc2)C1)c1ccc(F)cc1 (stereo unspecified),-1.4%,4.8%,1.3%,7.4%,-5.6%,i,-4.8%,8.1,0.7%
CNc1c(NS(=O)(=O)c2ccc(CC(C)C)cc2)c(=O)oc2ccccc12,-21.0%,13.4%,-12.5%,1.6%,-2.3%,i,12.0%,14.1,-1.2%
CC(C)C[C@H](NC(=O)c1nc[nH]c1C(=O)NCC(=O)OC(C)(C)C)C(=O)OC(C)(C)C,0.0%,-16.3%,-10.3%,-20.8%,16.1%[9.22 µM],?,-14.5%,-28.7,-15.6%
c1ccc(-c2nnc(N3CCOCC3)c3ccccc23)cc1,2.2%,0.2%,2.1%,-0.5%,-70.2%[inhibitor],i,16.3%,-6.8,21.2%
COc1ccccc1NC(=S)NCc1ccc(Cl)cc1,-12.3%,3.9%,2.2%,13.6%,0.9%,i,-9.1%,-6.4,?
CCc1ccc2oc(-c3cccc(NC(=O)c4ccc(N5CCC(C)CC5)c([N+](=O)[O-])c4)c3)nc2c1,8.4%,.,.,-1.1%,.,i,128.0%,.,.
CC(=O)Nc1ccc(NC(=O)C2(C)Cc3c(-c4ccc(NC(C)=O)cc4)ccnc3O2)cc1 (stereo unspecified),4.1%,19.4%,4.9%,0.0%,.,i,8.9%,-18.3,.
CCCN(CCC)CCNC(=O)Cn1cnc2sc(C)c(S(=O)(=O)N3CCN(c4ccccc4OC)CC3)c2c1=O,4.3%,.,.,6.0%,.,i,-11.2%,.,.
O=C(CSc1cn[nH]n1)Nc1ccccc1C(=O)O,-2.7%,13.9%,12.1%,25.0%,-11.2%,i,-9.1%,14.8,-2.5%
Cc1oc2ncn(CC(C)C)c(=O)c2c1C(=O)NCCCN1CCC(C)CC1,-10.8%,.,.,0.6%,.,i,-0.2%,.,.
O=C(NCc1ccncc1)[C@@H]1CCCN1C(=O)[C@H]1CCCN1C(=O)c1c(F)cccc1F,-3.7%,12.5%,4.2%,-0.5%,.,i,.,40.5,.
O=C(Nc1cc(Cl)cc(Cl)c1)C(NCC1CCCO1)c1ccccc1 (stereo unspecified),7.5%,-2.9%,-3.6%,-15.3%,-5.8%,i,-15.3%,-4.2,4.3%
NC(=O)C1=C[C@@H](C2CCCCC2)C[C@@H](OCc2ccc(CO)cc2)O1,15.2%,0.9%,5.5%,-5.2%,-19.4%,?,-23.6%,13.6,-0.1%
O=C(CSc1nnc(CCc2nc3ccccc3[nH]2)n1-c1ccccc1)NCc1ccco1,-1.3%,-4.1%,13.6%,-5.9%,-9.3%,i,-2.7%,0.0,2.3%
CCCCOc1c(Cl)cc(C(=O)N2CCN(CC(=O)N3CCCC3)CC2)cc1OCC,-16.4%,-0.6%,1.0%,0.0%,9.3%,i,3.3%,-11.1,10.6%

# The list goes on (3 carried over from the part before).
SMILES,ATXN2 expr inh,HT1080NT lethal,HT1080 IDH1KD tx,KB-3-1 cytotox,SW480 rerep,ATXN viability,HepG2 viability,IL-1B inflam inh,MCF10A rerep
NC(=O)C1=C[C@@H](C2CCCCC2)C[C@@H](OCc2ccc(CO)cc2)O1,15.2%,0.9%,5.5%,-5.2%,-19.4%,?,-23.6%,13.6,-0.1%
O=C(CSc1nnc(CCc2nc3ccccc3[nH]2)n1-c1ccccc1)NCc1ccco1,-1.3%,-4.1%,13.6%,-5.9%,-9.3%,i,-2.7%,0.0,2.3%
CCCCOc1c(Cl)cc(C(=O)N2CCN(CC(=O)N3CCCC3)CC2)cc1OCC,-16.4%,-0.6%,1.0%,0.0%,9.3%,i,3.3%,-11.1,10.6%
CCN(CC)CCNC(=O)C(=O)NCC(c1cccnc1)N1CCN(c2ccccc2)CC1 (stereo unspecified),9.3%,.,.,4.7%,.,i,1.3%,.,.
COC(=O)c1ccc(OCCCCN(C)Cc2ccccc2)cc1,-3.8%,1.5%,0.7%,?,24.4%,i,-8.2%,-12.4,18.4µM*
CCc1nc2ccc(C(=O)Nc3cc(-c4ccccc4)ccc3OC)cn2c1N(C=O)CCC(C)C,?,-29.8%,?,-24.2%,.,i,-21.9%,-59.8*,.
Nc1nc2c(ncn2[C@@H]2O[C@H](CNCc3ccccc3)[C@@H](O)[C@H]2O)c(=O)[nH]1,7.8%,1.1%,-2.9%,?,.,i,4.9%,22.8,.
Cc1ccccc1NC(=O)C1CCC(C)(C(=O)O)C1(C)C (stereo unspecified),8.1%,13.8%,6.9%,5.6%,-9.7%,i,7.4%,-0.2,-7.4%
Nc1ncnc(N)c1N=Nc1ccccc1,?,?,11.6µM*,?,?,i,-41.9%,-59.9*,-2.3%
CCCC1NC(=O)c2cccnc2-n2c1nc1ccc(OC)cc1c2=O (stereo unspecified),4.8%,2.2%,-1.8%,0.0%,.,i,3.0%,-5.2,.
CC(=C/c1ccccc1)/C=N/NC(=O)c1cnccn1,22.8%,11.2%,4.5%,0.3%,3.1%,i,-6.4%,-2.0,-1.2%
COc1ccc(NC(=O)CN(C)C(=O)c2ccc3c(c2)NC(=O)CS3)cc1,-27.7%,-24.5%,-7.1%,20.3%,2.7%,?,-9.7%,55.4,-5.9%
CCC(=O)N1CCC1(C)C(=O)NCc1ccccc1SC (stereo unspecified),-3.2%,16.5%,19.9%,0.0%,.,i,-11.1%,-3.7,.
O=C(COC(=O)c1ccc(-c2cnc3ccccc3n2)cc1)c1ccccc1,5.6%,24.2%,5.5%,-24.3%,-2.0%,i,0.4%,0.8,-0.5%
Brc1ccc2[nH]ncc2c1,2.3%,-12.8%,15.1%[9.24 µM],8.6%,-0.9%,i,-1.5%,8.6,-6.2%
Cc1cc(NC(=O)CSc2nnc3c(C)cc4cc(C)c(C)cc4n23)no1,-0.8%,10.2%,11.4%,0.9%,0.2%,i,7.0%,-10.4,1.2%
COc1ccc(CCNC(=O)c2cc(-c3ccccc3)c(N3CCOCC3)s2)c(OC)c1OC,.,-8.7%,0.0%,-3.5%,-3.5%,i,-10.3%,-20.7,13.6%
C/C(=N/NC(=O)c1ccoc1C)C12CC3CC(CC(C3)C1)C2,35.5%,26.1%,16.9%,5.4%,-0.6%,i,1.2%,2.7,-2.8%
CC1CCCN1c1ccnc2cc(Cl)ccc12 (stereo unspecified),?,-12.3%,-14.2%,-8.1%,-9.7%,i,-1.7%,-1.1,?

# Screens from PubChem.
